Source: PubChem (several laboratories)
FLuc inh counter – inhibits firefly luciferase, flagging false hits in luciferase inhibition screens. ATPLite firefly luciferase biochemical luminescence, 10 min. 200,000 tested, 1.5% active. inhibition, % at 10 µM. AID 1006. P08659;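 active means inhibition above about 50% when tested at 10 µM, limit read from the data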
Target sequence (P08659 whole entry, looked up): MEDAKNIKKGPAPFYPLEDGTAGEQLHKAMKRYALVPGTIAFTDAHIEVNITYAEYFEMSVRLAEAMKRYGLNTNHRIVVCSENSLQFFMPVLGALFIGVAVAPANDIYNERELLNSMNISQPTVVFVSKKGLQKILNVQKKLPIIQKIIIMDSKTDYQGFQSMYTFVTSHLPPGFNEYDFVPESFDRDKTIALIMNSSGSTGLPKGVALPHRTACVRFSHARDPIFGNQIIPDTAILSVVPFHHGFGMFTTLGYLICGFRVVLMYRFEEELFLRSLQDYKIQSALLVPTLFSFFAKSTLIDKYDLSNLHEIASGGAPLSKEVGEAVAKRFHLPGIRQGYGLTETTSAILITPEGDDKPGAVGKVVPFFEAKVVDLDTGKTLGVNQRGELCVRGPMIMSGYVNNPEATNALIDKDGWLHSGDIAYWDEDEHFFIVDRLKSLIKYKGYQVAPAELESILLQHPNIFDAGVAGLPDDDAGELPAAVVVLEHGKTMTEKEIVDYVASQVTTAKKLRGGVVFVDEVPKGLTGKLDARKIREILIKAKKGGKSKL
Diaph inh CS – inhibits diaphorase or chemically oxidizes, flagging diaphorase assay artifacts; AID 1217; 190,000 tested, 0.69% active; inhibition, % at 20 µM; diaphorase resazurin-to-resorufin fluorescence, NADH, 16 min; bacterial (C. kluyveri) enzyme, not human;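 active means primary screen inhibition at 20 µM above a set limit, cut at about 50% in these data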;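 further: plate controls were DMSO with full reaction for no effect and wells lacking NADH for full effect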
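Detection: fluorescence of resorufin formed from resazurin, Ex 544/Em 590 nm; test system: Clostridium kluyveri diaphorase enzyme; amount: 0.14 U/mL diaphorase, enzyme working solution; times: 16-min room-temperature incubation before reading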
APP transl inh – APP translation inhibition; AID 1285; 190,000 tested, 0.82% active; inhibition, % at 2 µM; SH-SY5Y APP 5'UTR-luciferase reporter, luminescence;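 active means inhibition above a set limit, derived from the sample mean plus 3 SD, cut at about 45% in these data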; further: values of inactives mirror those of a sister screen read the other way
G6PDH CS – counter-screen for G6PDH assay hits: L. mesenteroides G6PDH inhibition. Purified L. mesenteroides G6PDH, diaphorase/resazurin coupled fluorescence, 45 min. inhibition, % at 5 µM. 200,000 tested, 0.12% active; in the data active means inhibition above about 50%
APP 5'UTR act – APP 5'UTR luciferase reporter activation | SH-SY5Y APP 5'UTR luciferase reporter, luminescence; zero percent = DMSO vehicle wells | activation, % at 2 µM | 190,000 tested, 1% active | AID 1276;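 active means activation above a set limit, based on mean plus 3 SD of controls, cut at about 140% in these data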; further: values of inactives mirror those of a sister screen read the other way
NF-kB expr up – raises NF-kB expression in human neuronal cells; fold change at 12.5 µM; NF-kB reporter expression; active compounds read high; 190,000 tested, 1.6% active; AID 1239; in the data active means fold change above about 3.3
TLR4 MyD88 comp – inhibitors of human TLR4-MyD88 binding | HeLa CL3-4 TLR4/MyD88 BLA complementation, FRET ratio | O00206+Q99836 | AID 861 | 200,000 tested, 0.18% active | inhibition, % at 8.4 µM; in the data active means inhibition above about 25%;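 further: 0% = vehicle and 100% = reference inhibitor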
FLuc stim CS – affects firefly luciferase, flagging false hits in luciferase stimulation screens. P08659. ATPlite luciferase biochemical, luminescence, 10 min; 0 = ATP-free wells, 1 = DMSO control. activation factor at 10 µM. 200,000 tested, under 10 active. AID 1027;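 active means luciferase activation factor, scaled between plate controls, of at least 2 with compound at 10 µM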
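Material: luciferase plus luciferin reagent, cell-free. Medium: PBS buffer for ATP. Also added: ATP substrate, dispensed from a 10.24 µM working solution in PBS. Doses: test compounds dosed from 2 mM stocks in 100% DMSO. Incubation: 10 min post-reagent at room temperature. Technique: light output (luminescence). Read-out basis: luminescence gain marking luciferase activators.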
STAT1 act – activators of IFN-gamma induced STAT1 signaling; NIH 3T3 STAT1-luciferase reporter, luminescence; 100% = IFN-gamma alone, no compound; activation (% of control), % at 5.5 µM; 200,000 tested, 2.6% active; AID 932;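 active means activation above the screen-wide mean activation plus 3 SD, cut at about 130% in these data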;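 further: raw ratio to IFN-gamma control signal so 100% means no change and 0% no light; values of inactives mirror those of a sister screen read the other way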
Diaph act CS – counter-screen for diaphorase-based assays: diaphorase activators and chemical reducers | Diaphorase/resazurin coupled assay, resorufin fluorescence, 16 min; active compounds read high; 1 = vehicle wells, 0 = NADH-free wells | 190,000 tested, 0.005% active | activation factor at 20 µM | AID 1229;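 active means diaphorase activity raised at least twofold by the compound at 20 µM; inactive means activation factor below 2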
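Test system: Clostridium kluyveri diaphorase, purified enzyme. Buffer or medium: 50 mM HEPES pH 7.4 buffer plus MgCl2 and Tween 20. Also added: 0.114 mM NADH and 0.1 mM resazurin, final amounts. Dosing: compound 20 µM once, DMSO 1%. Schedule: 16 min enzyme reaction, ambient temperature. Detection: fluorescence of resorufin, 544 nm excitation, 590 nm emission.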
An asterisk follows results filed as active; nt = not tested or not shown.

Start of the listing, in advance (4 entries):
| compound | FLuc inh counter | Diaph inh CS | APP transl inh | G6PDH CS | APP 5'UTR act | NF-kB expr up | TLR4 MyD88 comp | FLuc stim CS | STAT1 act | Diaph act CS |
| --- | --- | --- | --- | --- | --- | --- | --- | --- | --- | --- |
| Cc1cccc(-c2nnc(-c3ccccc3)o2)c1 | 36 | 22 | -88 | -2 | 89 | 3.2 | -2 | 0.6 | 132* | 0.8 |
| CCC(C)(C)NC(=O)C(c1ccncc1)N(C(=O)c1sc(C)nc1C)c1ccc(C)cc1 (centres undefined) | -3 | -12 | -22 | 10 | 22 | 1.1 | -6 | 1 | 110 | 1.1 |
| C=CCNC(=O)c1ccccc1NC(=O)COc1ccccc1 | 4 | 7 | 12 | 24 | -12 | 0.95 | -16 | 1 | 95 | 0.9 |
| O=C(CCc1ccccc1)NCCSCc1c(F)cccc1Cl | 0 | 15 | -14 | 27 | 14 | 1.2 | 18 | 1 | 97 | 0.8 |

The list itself (from the top)
| compound | FLuc inh counter | Diaph inh CS | APP transl inh | G6PDH CS | APP 5'UTR act | NF-kB expr up | TLR4 MyD88 comp | FLuc stim CS | STAT1 act | Diaph act CS |
| --- | --- | --- | --- | --- | --- | --- | --- | --- | --- | --- |
| Cc1cccc(-c2nnc(-c3ccccc3)o2)c1 | 36 | 22 | -88 | -2 | 89 | 3.2 | -2 | 0.6 | 132* | 0.8 |
| CCC(C)(C)NC(=O)C(c1ccncc1)N(C(=O)c1sc(C)nc1C)c1ccc(C)cc1 (centres undefined) | -3 | -12 | -22 | 10 | 22 | 1.1 | -6 | 1 | 110 | 1.1 |
| C=CCNC(=O)c1ccccc1NC(=O)COc1ccccc1 | 4 | 7 | 12 | 24 | -12 | 0.95 | -16 | 1 | 95 | 0.9 |
| O=C(CCc1ccccc1)NCCSCc1c(F)cccc1Cl | 0 | 15 | -14 | 27 | 14 | 1.2 | 18 | 1 | 97 | 0.8 |
| O=C(O)c1cccc(N=NN2CCCCCC2)c1 | 7 | 2 | -91 | -2 | 91 | 5.6* | -1 | 0.9 | 108 | 1 |
| CCC(=O)Nc1cc(SCCO)cc([N+](=O)[O-])c1 | -3 | -4 | 4 | 5 | -4 | 1.7 | 7 | 1 | 98 | 1 |
| CC(CN1CCOCC1)OC(=O)c1cccs1 (centres undefined) | 1 | 5 | -17 | 4 | 17 | 1 | 10 | 1 | 97 | 1 |
| Cc1cc(C)c(CN2CCN(Cc3ccc(C)o3)C(CCO)C2)c(-n2cccn2)c1 (centres undefined) | 0 | 14 | -14 | 20 | 14 | 1.2 | 13 | 1 | 118 | 0.9 |
| COCCNC(=O)C(=O)N/N=C(\C)CC(=O)Nc1ccc2c(c1)OCO2 | -2 | 6 | 2 | -2 | -2 | 0.94 | -24 | 1 | 98 | 0.9 |
| CC(C)CCNC(=O)Cc1ccc(Nc2nc(=S)[nH]c3ccccc23)cc1 | -6 | 23 | 17 | -6 | -17 | 1.1 | 5 | 1.1 | 107 | 0.8 |
| COCCCNC(=O)CCC(=O)NNc1nc2ccccc2c2nc(C)nn12 | -6 | 16 | -6 | 4 | 6 | 1.2 | 11 | 1.1 | 100 | 0.8 |
| NS(=O)(=O)c1cccnc1Nc1cccc(C(F)(F)F)c1 | -2 | 17 | 14 | -8 | -14 | 1.2 | -7 | 1 | 92 | 0.8 |
| O=C(CSc1nnc(-c2cccnc2)n1-c1ccccc1)Nc1ccccn1 | -1 | 7 | -6 | -2 | 6 | 1.2 | 10 | 1 | 100 | 0.9 |
| CNCc1c(C)nn(-c2ccccc2)c1C | -1 | -5 | 6 | -2 | -6 | 1 | 0 | 1 | 101 | 1 |
| CCOC(=O)N/N=C(\C)c1ccc(-n2cnnn2)cc1 | -8 | 7 | -13 | 10 | 13 | 1.2 | 4 | 1.1 | 95 | 0.9 |
| Cc1cc(C(=O)OCn2nnc3ccccc3c2=O)c(C)n1-c1ccccc1 | 9 | -2 | -10 | 1 | 10 | 1.5 | 4 | 0.9 | 110 | 1 |

Some of these compounds in order of their number in Diaph inh CS, low to high.
canonical_smiles	Diaph inh CS
CNCc1c(C)nn(-c2ccccc2)c1C	-5
O=C(CSc1nnc(-c2cccnc2)n1-c1ccccc1)Nc1ccccn1	7
NS(=O)(=O)c1cccnc1Nc1cccc(C(F)(F)F)c1	17

The listing continues:
| compound | FLuc inh counter | Diaph inh CS | APP transl inh | G6PDH CS | APP 5'UTR act | NF-kB expr up | TLR4 MyD88 comp | FLuc stim CS | STAT1 act | Diaph act CS |
| --- | --- | --- | --- | --- | --- | --- | --- | --- | --- | --- |
| Cc1ccc(C(=O)N/N=C\C=C\c2ccc(Br)cc2)cn1 | -4 | 5 | -15 | 1 | 15 | 1.1 | 19 | 1 | 107 | 0.9 |
| O=C(NC(=S)NCCN1CCOCC1)c1ccc(Cl)cc1 | -3 | 14 | 7 | 8 | -7 | 1 | 16 | 1 | 94 | 0.9 |
| Cc1ccc(-c2nnc(-c3ccccc3)c(N3CCOCC3)n2)cc1 | -4 | 14 | -17 | 4 | 17 | 1.3 | 0 | 1 | 103 | 0.9 |
| CCCCNC(=O)CCCCC(=O)N/N=C/c1cccc(Cl)c1 | -4 | -4 | -8 | 5 | 8 | 0.84 | -4 | 1 | 98 | 1 |
| COC(=O)C1=C(N)Oc2c(oc(CO)cc2=O)C1c1ccccc1F (centres undefined) | -3 | 4 | -1 | 6 | 1 | 1.1 | 6 | 1 | 97 | 1 |
| O=C(NC1CCCCCCC1)c1cc(COc2ccc3ncccc3c2)on1 | -8 | 14 | 4 | -9 | -4 | 0.68 | -18 | 1.1 | 72 | 0.9 |
| CC(c1nnc(SCC(=O)Nc2cccnc2Cl)n1-c1ccccc1)N(C)C (centres undefined) | 2 | -12 | -1 | 6 | 1 | 1.1 | -3 | 1 | 94 | 1.1 |
| CCN(C(=O)COC(=O)CNC(=O)c1ccc(F)cc1)C1CCS(=O)(=O)C1 (centres undefined) | -1 | 5 | -2 | 11 | 2 | 0.95 | -19 | 1 | 102 | 0.9 |
| CCOC(=O)c1c(NC(C)=O)sc2c(OC(C)=O)cccc12 | -3 | 14 | nt | -4 | nt | 0.92 | 7 | 1 | 100 | 0.9 |
| CCC(C)NC(=O)C1CC(c2cccc(OC)c2)=NO1 (centres undefined) | -8 | 15 | -7 | 10 | 7 | 1 | 3 | 1.1 | 100 | 0.9 |
| O=C(COc1ccc2c(c1)CCC2)NCc1ccc(Cl)cc1 | -10 | 14 | 4 | 0 | -4 | 1.1 | 1 | 1.1 | 93 | 0.9 |
| CC(Oc1ccccc1Cl)C(=O)/C=C/N(C)C (centres undefined) | -4 | 7 | 4 | 3 | -4 | 0.89 | -6 | 1 | 103 | 0.9 |
| CCOC(=O)CSc1nc(=O)n2cc(C)ccc2n1 | -6 | 13 | 5 | 6 | -5 | 1.1 | 2 | 1.1 | 113 | 0.9 |
| O=C(COC(=O)Cn1cnc2ccccc2c1=O)NCc1ccccc1Cl | -5 | 16 | -3 | 0 | 3 | 1.1 | 6 | 1.1 | 100 | 0.8 |
| O=S(=O)(Nc1ccccn1)c1ccc(Cl)c2ccccc12 | 1 | -4 | -18 | 3 | 18 | 1.1 | 1 | 1 | 98 | 1 |
| CC(=O)c1coc2ccc(OCCN3CCCCC3)cc12 | -9 | 13 | -5 | 5 | 5 | 1.2 | 16 | 1.1 | 103 | 0.9 |
| O=C(NCC1COc2ccccc2O1)c1cn(Cc2ccc(F)cc2)nn1 (centres undefined) | -4 | 15 | 13 | -2 | -13 | 1.2 | 7 | 1 | 100 | 0.8 |
| COc1ccccc1NC(=O)CSc1nnc(-c2ccc(NC(C)=O)cc2)n1C | -2 | 0 | -14 | 5 | 14 | 1.4 | 7 | 1 | 97 | 1 |
| Cc1ccc(N(C(=O)c2snc(C(N)=O)c2N)C(C(=O)NCCC(C)C)c2ccco2)cc1 (centres undefined) | -4 | 18 | 1 | 5 | -1 | 0.44 | -1 | 1 | 108 | 0.8 |
| CC(C)CN1CC(C(=O)O)CC1=O (centres undefined) | -7 | -1 | -9 | 3 | 9 | 1.1 | -18 | 1.1 | 103 | 1 |
| C/C(=N\NC(=O)c1ccc(C)cc1C)c1ccc(-n2ccnc2)cc1 | -5 | 8 | -12 | -7 | 12 | 1 | 7 | 1.1 | 118 | 0.9 |
| CC1(C)CC(=O)C2=C(C1)N(c1ncn[nH]1)C(N)=C(C#N)C2c1ccccc1 (centres undefined) | -2 | 10 | 12 | -8 | -12 | 0.87 | -5 | 1 | 95 | 0.9 |
| CC(C)(C)c1ccc(C(=O)Nc2ccccc2Cl)cc1 | 59* | 18 | -201 | 12 | 201* | 4.8* | 3 | 0.4 | 115 | 0.8 |
| Cc1ccc(C(=O)CSc2nnc(C)s2)cc1 | 29 | 9 | -62 | 11 | 62 | 2.1 | 5 | 0.7 | 109 | 0.9 |
| O=C(Cn1nnc2ccccc2c1=O)N1CCOCC1 | 0 | 15 | 9 | 14 | -9 | 1.1 | -5 | 1 | 109 | 0.8 |
| CCc1nnc(NC=C2C(=O)OC(C)(C)OC2=O)s1 | 0 | 7 | 0 | 18 | 0 | 0.94 | 6 | 1 | 97 | 0.9 |
| CC1=C(C(=O)OCc2ccccc2)C(c2ccccc2)NC(=O)N1CCCCCC(=O)O (centres undefined) | -6 | -2 | -11 | 12 | 11 | 1 | -9 | 1.1 | 101 | 1 |
| COc1ccc(CN(C)CC(=O)Nc2sc3c(c2C#N)CCC3)c(OC)c1 | 2 | 21 | -13 | -7 | 13 | 0.97 | 4 | 1 | 93 | 0.8 |
| Cc1cc(C)n(-c2nc3c(c(=O)n(Cc4ccc(Cl)c(Cl)c4)c(=O)n3C)n2C)n1 | nt | nt | 0 | nt | 0 | nt | -4 | nt | 93 | nt |
| O=S(=O)(Cc1ccc(Cl)cc1)N1CCN(Cc2ccccc2)CC1 | -4 | 1 | 10 | -1 | -10 | 1 | -3 | 1 | 92 | 1 |
| COc1c(OC(C)=O)ccc(/C=N\NC(=O)c2ccc(Br)cc2)c1[N+](=O)[O-] | 8 | 17 | 2 | 12 | -2 | 2 | -9 | 0.9 | 81 | 0.8 |
| O=C(COc1cccc(F)c1)Nc1ccc2[nH]c(=O)[nH]c2c1 | -4 | 55* | -10 | 10 | 10 | 1.1 | -6 | 1 | 102 | 0.4 |
| CC(=O)c1c(C)[nH]c(C(=O)Nc2cc(S(=O)(=O)N(C)C)ccc2C)c1C | -4 | -2 | 8 | -2 | -8 | 0.81 | -9 | 1 | 103 | 1 |
| Cc1nn2c(COc3ccc(NC(=O)C(C)C)cc3)nnc2c2ccccc12 | -6 | 4 | 0 | 10 | 0 | 0.8 | 0 | 1.1 | 98 | 1 |
| CC(=O)NC(Cc1ccc(O)cc1)C(=O)NN (centres undefined) | -6 | -3 | 17 | 2 | -17 | 0.98 | -4 | 1.1 | 106 | 1 |
| O=C(CN1C(=O)c2ccccc2C1=O)Nc1ccccc1F | -2 | 5 | 6 | -1 | -5 | 1.3 | -22 | 1 | 103 | 0.9 |
| CCn1ncc([C@@H]2C[C@H]3CN(Cc4ccccc4C)C(=O)[C@]34CCCN24)c1C | -9 | 14 | -2 | 6 | 2 | 1.1 | 4 | 1.1 | 99 | 0.9 |

Rows were taken by chance; about 5.6% have a hit in one of these screens.
